B2AR arrestin – qHTS assay of beta-arrestin-biased ligands of beta2-adrenergic receptor. beta-arrestin recruitment to beta2AR, cell-based reporter. AID 492947, 2010. 330,000 tested, 0.02% active. Beta-2 adrenergic receptor (Homo sapiens), P07550. Potency, µM (highest dose often 46.1 µM), for inactives: at the highest dose activation, most hits filed as activators;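 further: potency means the concentration at half of the fitted maximal effect; 0% = DMSO controls and full agonism = EC100 isoproterenol or metaproterenol; nearly all actives have a fitted effect of over 65% in size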
Giardia kill – Small Molecules that selectively kill Giardia lamblia: qHTS | Giardia lamblia trophozoite viability | 340,000 tested, 0.15% active | activity change, % at 7.66 µM, hits read low; in the data active means activity change below about -80%; inconclusive means between about -30% and that limit;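 further: parasites exposed to compound for two days anaerobically before the ATP read; on the % scale 0 is the no-effect control and ±100 the full control effect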
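Compounds were tested on trophozoites seeded at 100 cells/well and held 48 hrs at 37 deg C anaerobically. An ATP-based luminescent kit measured the remaining live cells.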
KCNH2 WT inh – qHTS for Inhibitors of KCHN2 3.1: Wildtype qHTS | activity change, % at 1.84 µM | U2OS, BacMam KCNH2, thallium flux FluxOr; hits give low values | 340,000 tested, 0.37% active;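 active means maximum activity change below -70%; inconclusive means maximum activity change between -70% and -50%; inactive means maximum activity change above -50%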; further: on the % scale 0 is the no-effect control and ±100 the full control effect
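U2OS cells were transduced with wild-type KCNH2 virus (2.03 x 10^8 / mL) for 4 h at room temperature, then cultured overnight at 37 C. Thallium flux was read with FluxOr dye. Rate constants were normalized to DMSO controls.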
TRPV1 ag – HTS Assay for Compounds that Act as Agonists of the Vanilloid Receptor 1; Transient receptor potential cation channel subfamily V member 1 (Homo sapiens), Q8NER1; TRPV1-expressing cells, Fluo-8 calcium influx, agonist mode; activation, % at 8.33 µM; 320,000 tested, 0.19% active; AID 540275, 2011; in the data active means activation above about 80%; inconclusive means between about 30% and that limit; further: 0% is about no effect
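Cells expressing TRPV1 were dye-loaded with Fluo-8 and read kinetically: 10 s baseline, 3 min after compound (agonist portion), then 2 min after EC20 capsaicin (allosteric enhancer portion). Calcium-bound dye fluorescence at 480/520 nm.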
Coupling enz – qHTS Assay for Inhibitors of Fructose-1,6-bisphosphate Aldolase from Giardia Lamblia: Coupling assay counterscreen; coupling enzyme system counterscreen, AmpLite Red fluorescence; activity change, negative = inhibition, % at 58.2 µM, hits read low; 290,000 tested, 0.67% active; in the data active means activity change below about -30%; further: on the % scale 0 is the no-effect control and ±100 the full control effect
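Compounds tested against the coupling enzymes alone at 57.5 uM final; readout was AmpLite Red fluorescence (525/598 nm) after 20 min at RT.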
USP2a block – qHTS Assay for Inhibitors of Ubiquitin-specific Protease USP2a Using CHOP2 as the Reporter | Ubiquitin carboxyl-terminal hydrolase 2 (Homo sapiens), O75604 | USP2 core, Ub-CHOP2 coupled fluorogenic reporter, 485/531 | Potency, µM (titrated, usually from 38.3 µM), for inactives: at the top dose activity change, negative = inhibition, most hits filed as inhibitors | 330,000 tested, 0.01% active;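 further: potency means the concentration at half of the fitted maximal effect; plate controls were DMSO wells for no effect and full inhibition by NEM control for full effect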
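Cell-free coupled assay: 10nM USP2 core preincubated 30min RT with compound in Tris-HCl pH 8.0/CaCl2/CHAPS buffer, then 25nM Ub-CHOP2 and 25nM reporter substrate; fluorescence (Ex 485/Em 531) read after 60min RT, normalized to NEM inhibition, concentration-response curves fitted.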
KCNH2 3.1 block – qHTS for Inhibitors of KCHN2 3.1: Mutant qHTS; Potassium voltage-gated channel subfamily H member 2, brain isoform KCNH2 3.1 (human); U2OS KCNH2 3.1, thallium flux FluxOr; hits give low values; activity change, % (tested at about 1.8 µM); 340,000 tested, 0.95% active;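 active means maximum activity change below -70%; inconclusive means maximum activity change from -70% to -50%; inactive means maximum activity change above -50%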;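 further: thallium influx rate constant from kinetic fluorescence after stimulation buffer; on the % scale 0 is the no-effect control and ±100 the full control effect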
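Steps: virus added to U2OS suspension (4 h, RT, dark); medium with 10% FBS added, cells plated, 37 C overnight; FluxOr/Red40 loading buffer 45 min RT; stimulation buffer, 2 min kinetic read; rate constant normalized.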
PKM2 activator – qHTS Assay for Activators of Human Muscle isoform 2 Pyruvate Kinase. Pyruvate kinase PKM (Homo sapiens), P14618. purified PKM2, Kinase-Glo ATP luminescence, activation; response scale: 0% is enzyme alone, no compound. Potency, µM (series often up to 57.5 µM), inactives show at the highest dose activation, usual class: activators. 260,000 tested, 0.34% active; further: potency means the concentration at half of the fitted maximal effect; on the % scale 0 is the no-effect control and ±100 the full control effect; nearly all actives have a fitted effect of over 55% in size
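Kinase-Glo luminescence reports ATP generated from ADP (0.1 mM) and PEP (0.5 mM) by purified hPK-M2 after 1 h at room temperature, pH 7.2 imidazole buffer; intermediate enzyme activity allows detecting inhibitors and activators.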
GALK inhibitor – qHTS Assay for Inhibitors of Human Galactokinase (GALK). 270,000 tested, 0.007% active. AID 1868, 2009. Potency, µM (highest dose often 57.5 µM), without a hit: at the highest dose activity change, negative = inhibition, actives largely listed as inhibitors. Purified GALK, Kinase-Glo residual ATP luminescence. P51570; further: potency means the concentration at half of the fitted maximal effect; on the % scale 0 is the no-effect control and ±100 the full control effect
Target sequence (P51570 whole entry, looked up): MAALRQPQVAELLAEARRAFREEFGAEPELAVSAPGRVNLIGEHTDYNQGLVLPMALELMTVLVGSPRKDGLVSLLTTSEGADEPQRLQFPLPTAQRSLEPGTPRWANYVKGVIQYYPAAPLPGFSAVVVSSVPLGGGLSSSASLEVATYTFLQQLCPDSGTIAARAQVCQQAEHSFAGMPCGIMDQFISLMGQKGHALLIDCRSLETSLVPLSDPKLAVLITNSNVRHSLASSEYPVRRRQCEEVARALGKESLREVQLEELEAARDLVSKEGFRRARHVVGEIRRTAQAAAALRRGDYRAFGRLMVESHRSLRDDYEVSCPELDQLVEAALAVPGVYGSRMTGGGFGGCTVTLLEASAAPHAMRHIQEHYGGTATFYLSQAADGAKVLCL
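Kinase-Glo Plus luminescence measured ATP left after a 1 h room-temperature reaction. The reaction used 5 nM GALK, 100 uM galactose and 35 uM ATP at pH 8.0 (20 mM HEPES, 5 mM MgCl2, 60 mM NaCl, 1 mM DTT, 0.01% BSA).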
Menin-MLL TR inh – qHTS Assay for Inhibitors Targeting the Menin-MLL Interaction in MLL Related Leukemias: Competition With Texas Red Labeled MLL-derived Mutant Peptide | O00255 | Menin + Texas Red MLL mutant peptide, fluorescence polarization | Potency, µM (top dose mostly 61.6 µM), without a hit: top-dose FP activity change, negative = inhibition, usual class: inhibitors | 270,000 tested, 0.23% active; active means well fitted inhibition curve with a large enough effect in the polarisation, with a control signal flat, not every such curve was filed as active; inconclusive means small, poorly fitted or top-dose-only effect, or effect the other way, or a change in a side signal; inactive means no such curve, though single readings can be large or run the other way; the % refers to the polarisation; further: potency means the concentration at half of the fitted maximal effect; % of control where 0% means no effect; many of its hits are not listed in these tables
Target sequence (O00255 whole entry, looked up): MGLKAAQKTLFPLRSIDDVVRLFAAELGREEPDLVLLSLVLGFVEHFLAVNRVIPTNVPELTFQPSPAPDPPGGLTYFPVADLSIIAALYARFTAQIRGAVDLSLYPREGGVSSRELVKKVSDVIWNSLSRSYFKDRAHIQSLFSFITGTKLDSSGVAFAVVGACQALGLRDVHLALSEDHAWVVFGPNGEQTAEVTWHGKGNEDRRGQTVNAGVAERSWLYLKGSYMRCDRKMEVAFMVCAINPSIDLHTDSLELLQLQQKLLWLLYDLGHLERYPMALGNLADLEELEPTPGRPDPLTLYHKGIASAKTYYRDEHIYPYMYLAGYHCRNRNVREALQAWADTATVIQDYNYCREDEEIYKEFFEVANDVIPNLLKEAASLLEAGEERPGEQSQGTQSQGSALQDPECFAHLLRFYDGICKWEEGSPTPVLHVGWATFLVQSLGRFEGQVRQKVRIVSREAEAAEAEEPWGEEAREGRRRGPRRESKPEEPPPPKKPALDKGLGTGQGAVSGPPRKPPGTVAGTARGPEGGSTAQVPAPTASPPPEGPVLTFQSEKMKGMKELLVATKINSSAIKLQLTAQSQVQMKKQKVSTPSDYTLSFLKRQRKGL
MLL CXXC-DNA inh – qHTS Fluorescence Polarization Assay for Inhibitors of MLL CXXC domain - DNA interaction | Histone-lysine N-methyltransferase 2A (Homo sapiens), Q03164 | MLL-CXXC / FITC-HOXA9 DNA fluorescence polarization | Potency, µM (doses to about 115 µM), for the others: at the top dose activity change, negative = inhibition, most hits filed as inhibitors | 290,000 tested, 0.037% active; active means well fitted inhibition curve with a large enough effect in the polarisation, with a control signal flat, not every such curve was filed as active; inconclusive means small, poorly fitted or top-dose-only effect, or effect the other way, or a change in a side signal; inactive means no such curve, though single readings can be large or run the other way; the % refers to the polarisation; further: potency means the concentration at half of the fitted maximal effect
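Fluorescence polarization: 7 uM MLL-CXXC (stock) preincubated 5 min with compounds, then 50 nM fluorescein-HOX-A9 DNA (stock) added; 30 min ambient. Buffer 50 mM Tris-HCl pH 7.5, 50 mM NaCl, 1 mM DTT, 0.05% BSA.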
* marks the source's active call; other numbers are inactive results; ? = inconclusive; · = no result given; [ ] = dose if it differs, or a comment. Unless noted, the call rests on the fitted dose curve; in most records, active means well fitted curve in the direction sought with a large enough effect; inconclusive means small, poorly fitted or top-dose-only effect, or another doubt; inactive means no such curve, though single readings can be large; an effect the other way counts as inactive or inconclusive. Only part of the results is shown; count on the stated rates, not on these rows.

Results follow in this order: KCNH2 3.1 block, PKM2 activator, TRPV1 ag, MLL CXXC-DNA inh, Coupling enz, KCNH2 WT inh, B2AR arrestin, Menin-MLL TR inh, Giardia kill, GALK inhibitor, USP2a block
Clc1ncccc1-c1nnn(-c2ccccc2Br)n1
  13.3, -0.6%, 13.5, 4.8%, 1.2, 1.5, -0.9%, 1.9%, 3.9, 0.6%, 0.4%
CCOC(=O)c1nn(-c2ccccc2F)c2nc(-c3ccco3)c(C#N)c(=O)n12
  13.7, 8.0%, -0.1, 3.6%, 3.5, 9.6, -0.2%, 0.7%, -14.9, ·, 0.9%
CCOC(=O)c1ccc(NC(=O)C2(c3ccccc3)CCOCC2)cc1
  -2.8, -0.7%, 5.7, 3.6%, 0.1, -2.8, -0.3%, -9.7%, -3.2, -3.6%, -0.5%
Nc1c2c(nc3cccc(Cl)c13)N(c1ccccc1)CC2
  -5.3, ·, ?, -0.6%, -0.7, 3.1, 0.1%, ?, -12.3, 2.2%, -0.5%
CCC(CC)NC(=O)Cc1ccccc1[N+](=O)[O-]
  ·, -1.1%, ?, -4.0%, -1.9, -4.7, -0.3%, ?, 13.6, -0.1%, 6.6%
O=C(CCC1CCCN(C(=O)c2cncs2)C1)NCc1ccc(F)c(F)c1 (stereo not given)
  -6.9, 9.8%, -2.9, -5.5%, 0.2, 0.8, -0.1%, -6.8%, -2.6, 14.5%, 3.3%
CCCCCCN=C(C)c1ccccc1O
  7.4, -0.6%, ·, 1.2%, 4.4, -4.2, -0.9%, ·, -1.3, 0.1%, 11.5%
COC(=O)c1cccc(Cn2c(Cl)c(/C=N/NC(=O)c3ccccc3Cl)sc2=O)c1
  -3.8, -0.8%, 6.9, 10.6%, -2.1, -2.6, -0.3%, -21.7%, -21.6, -3.7%, -0.8%
CN(C)CCC#CC(O)(c1ccccc1)c1ccccc1
  6.6, -4.0%, -0.9, -5.3%, 1.3, 14.9, 0.3%, -3.1%, -10.4, -0.2%, 4.8%
CCOc1ccc(CCNC(=O)CN2C(=O)c3cccnc3Oc3ccc(Cl)cc32)cc1
  -9.8, ·, 10.5, 3.1%, 4.6, 0.8, 0.1%, -3.0%, 5.2, 4.3%, -3.9%
Cc1ccc(N2C(=O)CC(NNC(=O)Cc3ccc(F)cc3)C2=O)cc1Cl (stereo not given)
  3.8, 5.1%, 6.0, -3.8%, 4.1, -0.7, -0.1%, ·, 9.4, -3.9%, 1.5%
Cc1ccc(-n2c(-c3nn(C)cc3Cl)n[nH]c2=S)cc1
  0.8, -9.7%, -0.1, 8.8%, 1.3, 3.9, -0.5%, 2.1%, -13.5, 1.7%, 0.5%
COC(=O)c1cc(Cl)c(NC(=O)c2ccc(C(C)(C)C)cc2)cc1OC
  -18.9, 0.4%, 1.1, 10.9%, -1.0, 1.8, -0.3%, -18.0%, -4.7, 0.9%, 2.4%
O=C(/C(=N\O)n1cncn1)c1ccc(Cl)cc1Cl
  1.5, 5.5%, ?, -0.2%, 6.3, -7.5, 0.5%, 0.7%, -3.9, -0.5%, 3.2%
O=C(CSCCO)Nc1ccc(C2CCCCC2)cc1
  -7.9, -1.2%, -2.2, 13.4%, 1.1, -1.3, -0.5%, 7.9%, 2.8, 8.3%, -1.2%
Cc1ccc(NC(=O)CNCc2ccccc2)cc1Br
  2.3, ·, 12.3, -8.5%, 0.4, -21.0, -0.2%, -10.0%, -16.8, 9.3%, -0.8%
Cc1ccc(C(=O)N/C(=C\c2ccc(Cl)cc2)C(=O)NCCN2CCOCC2)cc1
  ?, -7.9%, -7.0, 57.5%[activator], 0.4, -93.3*, -0.1%, -14.2%, -5.0, ?, 0.1%
CCCCN1CNC(=S)N(CCc2ccccc2)C1
  1.2, 2.0%, 0.1, 11.4%, -1.3, -2.8, -0.4%, -11.1%, -4.6, 0.0%, 0.1%
C/C(=N\NC(=O)C(N)=O)c1ccc2c(c1)OCCO2
  19.3, -5.9%, -5.4, -0.7%, 0.8, -2.2, -0.1%, ?, -10.0, 12.8%, 0.7%
CC1Oc2ccccc2N(CC(=O)NCC2CCCO2)C1=O (stereo not given)
  4.0, -7.1%, 9.7, -0.9%, -2.3, 3.5, 0.3%, -1.5%, -4.5, 3.1%, -0.3%
CN(c1ccccc1)S(=O)(=O)c1ccc(C(=O)Nc2nccs2)cc1
  -6.5, -1.2%, -3.0, -22.4%, 1.3, 2.1, ?, ?, 8.5, 0.7%, -10.6%
COc1ccc(C(CNC(=O)c2nn(-c3ccccc3)c(=O)c3ccccc23)N2CCOCC2)cc1 (stereo not given)
  0.2, ·, 28.3, ·, ·, -3.8, 0.0%, ·, 21.9, ·, 0.4%
O=C(OCc1nc2ccccc2s1)C1CCN(S(=O)(=O)c2cccs2)CC1
  -8.9, 8.91µM*, 12.6, 7.0%, 1.9, 5.0, 0.3%, 2.4%, 18.4, 0.3%, -1.4%
CCOP(=O)(O)c1ccccc1OCCCCCOc1ccccc1P(=O)(O)OCC
  10.2, -1.6%, -1.7, -7.8%, -5.5, -5.7, -0.4%, -13.7%, -3.9, -3.7%, 1.1%
O=C(COC(=O)c1cc(Cl)nc2ccccc12)c1ccc(Cl)cc1
  -10.7, -3.2%, 2.3, 8.3%, 5.0, -7.1, -0.3%, 9.1%, -0.9, -5.1%, 10.3%
CCOCCOC(=O)c1[nH]c2c(c1C)C(=O)CC(c1cc(OC)c(OC)c(OC)c1)C2 (stereo not given)
  18.0, ·, -1.9, -0.5%, 2.1, 18.6, 0.4%, ?, -2.6, 2.4%, -2.4%
Cc1ccc(NC(=O)CN2CCN(CCN=CC3=C(O)CC(c4ccccc4)CC3=O)CC2)cc1 (stereo not given)
  ·, 3.0%, -2.6, 11.5%, 5.2, 1.5, -1.5%, 6.0%, -15.2, -0.1%, 0.9%
COc1cccc(/C=C/C(=O)OCC(=O)NCc2ccco2)c1
  -1.5, 19.6%, -1.2, 3.5%, -1.1, -2.9, -1.6%, 1.4%, 5.7, 1.0%, -2.8%
COc1ccc(CCNC(=O)c2c(Cl)ccc(Cl)c2OC)cc1OC
  -96.5*, -3.1%, 1.6, -0.1%, 6.0, -1.0, 0.3%, -3.5%, 9.9, -0.6%, 0.3%
CCn1c(SCC(=O)NC2CCCCC2)nc2c(c1=O)SCC2
  3.1, -10.0%, 6.6, -0.8%, ·, -4.4, -0.2%, ·, 2.3, 4.3%, 1.5%
CCCNC(=O)N1CCN(S(=O)(=O)c2ccc(C)cc2)CC1
  7.0, 4.9%, -0.5, -2.0%, 8.2, -3.3, 0.0%, -3.4%, 6.4, 3.4%, 4.1%
CCOc1ccc(-c2c(C(=O)N/N=C/c3cccnc3)nnn2-c2nonc2N)cc1
  23.7, -2.0%, 8.1, 1.9%, -2.9, 13.8, 0.3%, 4.8%, -19.0, 9.2%, -0.3%
COc1ccc(OC)c(NC(=O)CCNS(=O)(=O)c2cccc3nonc23)c1
  -9.3, 3.3%, -1.6, 19.7%, 2.5, -7.9, -0.6%, 0.5%, 13.5, -2.4%, 0.4%
Cc1cc(C(=O)OCC(=O)NCc2cccs2)ccc1[N+](=O)[O-]
  6.0, ·, ·, ·, ·, 24.8, 0.0%, ·, -8.4, ·, -0.1%
CCc1nnc(N2C(=O)c3cccc4cccc(c34)C2=O)s1
  7.3, 0.1%, -4.7, 0.7%, -1.2, 1.7, -0.2%, -1.0%, -9.4, -0.2%, 0.7%
CC1CCN(Cc2cnc(Cl)s2)CC1
  -8.7, -2.2%, -1.2, 11.0%, 1.9, 3.3, -0.3%, -3.1%, -6.2, -0.1%, 0.8%

Bioassay records from PubChem.
